# Compound activity (PubChem)
# S1P4 antag = S1P4 receptor antagonists, primary screen, cell-based; hit rate 0.26% among 220,000; S1P4-expressing cells, antagonist mode, reporter read-out; inhibition, % at 4.98 µM; Sphingosine 1-phosphate receptor 4 (Homo sapiens), O95977; in the data active = inhibition above about 29%;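 note: 0% = wells stimulated with agonist and 100% = vehicle wells without agonist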
# NPY-Y1 PAM-ag = NPY-Y1 receptor potentiators or agonists, primary screen, cell-based; activation, % at 3.6 µM; NPY-Y1 expressing cells, potentiator/agonist activation; AID 1304, 2008; Neuropeptide Y receptor type 1 (Homo sapiens), P25929; hit rate 0.37% among 220,000; in the data active = activation above about 33%, passing the limit was not always enough;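 note: cells stimulated with NPY at EC10 then isoproterenol at EC100; 0% = low agonist plus stimulus and 100% = saturating agonist plus stimulus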
# Target sequence (P25929 whole entry, looked up): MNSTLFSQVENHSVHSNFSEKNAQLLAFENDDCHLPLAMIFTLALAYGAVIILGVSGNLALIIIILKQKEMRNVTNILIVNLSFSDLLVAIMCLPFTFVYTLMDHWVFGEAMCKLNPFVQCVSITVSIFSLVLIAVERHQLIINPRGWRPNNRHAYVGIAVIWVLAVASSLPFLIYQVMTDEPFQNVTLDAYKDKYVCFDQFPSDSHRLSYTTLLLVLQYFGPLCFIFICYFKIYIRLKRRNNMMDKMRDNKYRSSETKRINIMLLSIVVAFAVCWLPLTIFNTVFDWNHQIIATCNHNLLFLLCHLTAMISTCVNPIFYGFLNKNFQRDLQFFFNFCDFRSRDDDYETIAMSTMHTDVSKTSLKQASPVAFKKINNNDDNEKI
# BaF3 tox = parental Ba/F3 cell viability inhibition, counter-screen for JAK2V617F inhibitor project, murine pro-B, CellTiter-Glo luminescence | CellTiter-Glo ATP luminescence | inhibition, % at 5.6 µM | hit rate 1.1% among 220,000 | AID 1486, 2009;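 active = inhibition above a per-campaign cutoff, the mean inhibition of all tested compounds plus 3 SD, cut at about 27% in these data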;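 note: 0% = DMSO wells and 100% = JAK Inhibitor I control wells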
# NPY-Y2 PAM-ag = NPY-Y2 potentiators or agonists, primary screen, cell-based. activation, % at 3.6 µM. hit rate 0.45% among 220,000. cells expressing NPY-Y2, potentiator/agonist read-out. Neuropeptide Y receptor type 2 (Homo sapiens), P49146; in the data active = activation above about 27%;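 note: cells stimulated with NPY near EC25 plus isoproterenol at EC100; 0% = vehicle plus submaximal agonist and 100% = vehicle plus saturating agonist; some results beyond the cut were filed as inactive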
# NPY Y1 blocker = NPY-Y1 receptor antagonists, primary screen, cell-based | AID 1040, 2008 | HEK293-CNG Y1 cells, membrane potential fluorescence; NPY at EC95, then isoproterenol | inhibition, % at 3.6 µM | hit rate 1% among 200,000 | Neuropeptide Y receptor type 1 (Homo sapiens), P25929;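 active = inhibition above the campaign mean inhibition of all tested compounds plus 3 SD, cut at about 20% in these data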;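 note: 0% = DMSO wells given NPY plus isoproterenol and 100% = isoproterenol alone without NPY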
#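 Material: HEK293 cells with Y1 receptor plus CNG channel; times: compound incubation 1 h at room temperature, readout 45 min post-stimulation; signal: fluorescence, membrane potential probe; read-out basis: fluorescence ratio normalized to % inhibition between controls; benchmarks: full-block control isoproterenol-only wells, zero-block control NPY plus isoproterenol wells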
# S1P4 agonist = S1P4 receptor agonists, primary screen, cell-based; Sphingosine 1-phosphate receptor 4 (Homo sapiens), O95977; S1P4-expressing cell line, agonist reporter assay; activation, % at 4.98 µM; hit rate 0.35% among 220,000; in the data active = activation above about 11%;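 note: 0% = DMSO vehicle and 100% = reference agonist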
# Ba/F3 V617F tox = reduced viability of JAK2V617F-dependent Ba/F3 cells, primary screen, JAK2V617F inhibitor project, cell-based, Ba/F3 EpoR-JAK2V617F, luminescence. ATP luminescence. inhibition, % at 5.6 µM. hit rate 1.1% among 220,000. AID 1446, 2008;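 active = inhibition above the campaign mean plus 3 SD over all tested compounds, cut at about 24% in these data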;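 note: cytokine-independent growth of Ba/F3 cells driven by EpoR plus mutant JAK2; 0% = DMSO-treated cells and 100% = JAK inhibitor I control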
# CHOP inh = inhibitors of CHOP promoter induction, primary screen, cell-based, unfolded protein response, luciferase reporter; CHO-K1 CHOP-promoter luciferase, tunicamycin-induced, 15-18 h; inhibition, % at 10 µM; hit rate 3.8% among 220,000; AID 2732, 2010;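 active = compounds that reduced the stress-induced luciferase reporter signal by more than about 70% of percent inhibition, limit read from the data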;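 note: 0% = tunicamycin plus vehicle and 100% = wells without tunicamycin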
# p47phox inh = p47phox/p22phox peptide binding inhibitors, primary screen, biochemical, uHTS, NADPH oxidase regulatory subunit. Neutrophil cytosol factor 1 (Homo sapiens), P14598. fluorescence polarization, 2 h. inhibition, % at 24.7 µM. hit rate 0.53% among 220,000. AID 1274, 2008;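 active = inhibition above about 30%, limit read from the data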;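 note: 0% = p47phox with labelled peptide and 100% = labelled peptide alone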
# Target sequence (P14598 whole entry, looked up): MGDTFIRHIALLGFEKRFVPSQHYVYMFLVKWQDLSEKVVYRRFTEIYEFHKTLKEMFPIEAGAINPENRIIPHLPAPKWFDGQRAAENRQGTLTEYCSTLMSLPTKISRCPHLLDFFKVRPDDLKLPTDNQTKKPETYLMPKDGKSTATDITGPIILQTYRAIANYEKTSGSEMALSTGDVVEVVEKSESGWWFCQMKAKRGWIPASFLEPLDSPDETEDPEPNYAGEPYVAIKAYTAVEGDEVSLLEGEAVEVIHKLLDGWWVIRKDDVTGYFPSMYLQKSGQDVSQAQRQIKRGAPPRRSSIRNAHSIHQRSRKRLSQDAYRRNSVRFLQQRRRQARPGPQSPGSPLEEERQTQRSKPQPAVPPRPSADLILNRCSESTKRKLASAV
# The depositor's hits bear a star; · = not tested or not shown; & = joins results of further samples.
SMILES,S1P4 antag,NPY-Y1 PAM-ag,BaF3 tox,NPY-Y2 PAM-ag,NPY Y1 blocker,S1P4 agonist,Ba/F3 V617F tox,CHOP inh,p47phox inh
Cc1cc2nc(SCC(=O)Nc3ccccc3C(=O)O)[nH]c2cc1C,-20,13,2,10,-2,2.9,4,-21,-7
OCC(CO)(CO)N=Cc1cc(Br)ccc1O,-2,-2,6,7,4,0.4,2,47,-5
CN1/C(=C\C(=O)COc2ccc3c(c2)OCO3)C(C)(C)c2ccccc21,-23,-21,62*,-26,16,-0.5,64*,85*,-94
O=C(O)C1=NOC(CNc2ncc(C(F)(F)F)cc2Cl)C1 (stereo not given),-12,20,4,18,3,-0.3,-2,9,-2
Cc1ccc(NC(=S)Nc2c(C)n(C)n(-c3ccccc3)c2=O)cc1Cl,-12,-12,1,2,-3,1.4,-1,14,0
Cc1ccc(Nc2cccccc2=O)cc1,-12,10,1,15,4,1.6,-3,49,-37
O=C(NC(=S)Nc1ccc(CN2CCOCC2)cc1)c1ccc(-c2ccc(Br)cc2)o1,-18,-6,0,7,·,0.6,-6,-4,12
O=C(COC(=O)c1ccc2c(c1)OCCO2)NCc1ccccc1,-15,-31,4,4,10,0.6,-1,-7,-10
COc1ccc(NC(=O)c2[nH]c(C)c(C(C)=O)c2C)cc1S(=O)(=O)Nc1ccc(Br)cc1,0,31,-1,26,·,-0.9,1,-3,-36
Cc1cc(C)cc(NC(=O)c2cccc(NC(=O)C3C4CC5OC(=O)C3C5C4)c2)c1 (stereo not given),-11,19,3,13,1,-0.6,0,19,-5
Nc1nc(SCc2ccc(Cl)cc2Cl)nc2nc3c(cc12)CCCC3,-15,4,0,-2,-1,1.9,-2,103*,-62
O=C(CNCc1cccs1)Nc1cc(S(=O)(=O)N2CCCC2)ccc1Cl,-15,21,-7,-11,·,0.4,-1,-16,4
CCOc1ccc(-c2n[nH]c(C)c2-c2ccccn2)c(O)c1,8,-5,6,-10,0,0.6,2,9,11
O=C(c1cc(F)ccc1F)C1CCCN(C(=O)CCCN2CCCCC2=O)C1 (stereo not given),10,2,7,-1,0,0.1,4,4,3
COCCN(Cc1cc2cccc(C)c2n2nnnc12)C(=O)C(F)(F)F,-1,-16,3,-8,5,1.3,4,14,-5
CCC1(C)C(Nc2c(C)cccc2C)=NC(=S)N1c1ccc(NC(C)=O)cc1 (stereo not given),-11,0,4,7,2,1.5,-4,14,-11
CCOc1ccccc1N(CC(=O)NC1CCCCC1)C(=O)c1nsc(Cl)c1Cl,-10,-3,0,-10,10,1.7,-4,27,-4
COc1ccc(NC(=O)/C(C#N)=C/c2ccc(Br)o2)cc1,-24,24,0,-9,2,-1.6,4,35,-76
CN(C)c1ccc(N/C=C/C(=O)C(F)(F)F)cc1,-22,24,10,5,-1,1.6,0,6,-25
COc1ccc(/C=C2/C(=O)ON=C2c2ccccc2)cc1OC,-33,1,-2,-9,2,-2.0,-2,105*,-4
CCCc1nc2ccccc2n1CCc1ccccc1,0,-3,4,-11,10,1.3,0,-1,-11
COc1ccc2[nH]c(=O)c(C(c3nnnn3C3CCCC3)N3CCN(Cc4ccc5c(c4)OCO5)CC3)cc2c1 (stereo not given),-12,11,1,-25,6,-2.3,-1,40,-1
COc1ccc(C2CC2/C(=N/O)c2ccccn2)cc1 (stereo not given),-13,-1,4,3,-6,3.2,3,-17,1
CCc1ccccc1NC(=O)C(C#N)Cc1cccnc1 (stereo not given),18,5,2,0,0,0.6,-3,15,-3

# Marked active in CHOP inh, of those listed so far:
Structure	S1P4 antag	NPY-Y1 PAM-ag	NPY-Y2 PAM-ag	S1P4 agonist	CHOP inh	p47phox inh
CN1/C(=C\C(=O)COc2ccc3c(c2)OCO3)C(C)(C)c2ccccc21	-23	-21	-26	-0.5	85*	-94
Nc1nc(SCc2ccc(Cl)cc2Cl)nc2nc3c(cc12)CCCC3	-15	4	-2	1.9	103*	-62
COc1ccc(/C=C2/C(=O)ON=C2c2ccccc2)cc1OC	-33	1	-9	-2.0	105*	-4

# Additional entries.
SMILES,S1P4 antag,NPY-Y1 PAM-ag,BaF3 tox,NPY-Y2 PAM-ag,NPY Y1 blocker,S1P4 agonist,Ba/F3 V617F tox,CHOP inh,p47phox inh
O=C(NCCOC(=O)c1ccccc1C(=O)OCCNC(=O)c1cccnc1)c1cccnc1,1,-3,2,-12,-4,-1.6,-4,-3,-13
S=c1[nH]nc(-c2ccc3c(c2)OCO3)n1-c1ccccc1,-24,-1,3,-14,3,1.5,1,-5,3
Cc1cc(C)nc(/N=C(\N)Nc2ccc(OCc3ccccc3)cc2)n1,16,19,11,14,18,0.4,34*,30,1
O=C(CN(CCCN1CCOCC1)C(=O)Cn1nnc(-c2ccc(F)cc2)n1)NC1CCCCC1,2,8,4,-14,-2,-1.1,-1,37,-9
Cc1cc(C(F)F)n2ncc(C(=O)NCc3ccccc3C(F)(F)F)c2n1,2,-40,4,-15,7,-0.6,-3,15,-6
NS(=O)(=O)c1cccc(NC(=O)COC(=O)CC2CC3CCC2C3)c1 (stereo not given),-10,-7,14,-11,3,1.2,8,-1,-8
CCCCn1c(=O)c(CCC(=O)OCC(=O)Nc2cccc3ccccc23)nc2ccccc21,-21,-12,5,-14,1,3.4,-3,-8,-12
C/C(=N\N=C(N)N)c1cc(Cl)ccc1Cl,-9,1,8,-18,5,0.2,44*,25,1
COc1ccc2nc(NC(=O)Cc3cccs3)sc2c1,7,16,4,21,-6,0.1,1,11,-18
O=C(CN(Cc1ccccc1)C(=O)c1cc2c(s1)CCC2)NCc1cccs1,-8,3,0,0,12,-2.2,-3,5,-10
CCOC(=O)CNC(=O)CN1C(=O)CCS(=O)(=O)c2ccccc21,2,-7,1,6,1,0.2,0,20,-9
S=c1[nH]ncn1/N=C/c1ccccn1,-21,-36,5,-14,7,-3.2,-2,11,0
Fc1ccc([C@@H]2CCNC[C@H]2COc2ccc3c(c2)OCO3)cc1,11,0,-4,-19,8,-1.9,9,-21&-7,-4
CCSc1nc(-c2ccc(OC)cc2)cc(-c2ccccc2)c1C#N,-13,-49,2,-17,-4,1.7,-5,23,-7
COc1ccc(/C=C/C(=O)NCC(=O)N/N=C(\C)Cc2ccccc2)cc1,-2,8,-2,9,·,0.7,-1,22,-6
CCc1ccc(C(=O)NN(C(=O)c2ccc(CC)cc2)C(C)(C)C)cc1,-4,37,8,35*,-6,1.3,6,32,7
CCO[C@H]1OC(C(=O)N2CCCCCCC2)=C[C@@H](C)[C@@H]1CCCO,-9,8,-2,-23,-4,-0.9,-5,5,-9
Nc1ccc2nc(SCC(=O)N3CCN(c4ccccc4)CC3)sc2c1,-12,3,5,-10,·,1.3,3,10,-5
CCCNCC1C(Oc2ccc(Cl)cc2)C(=O)N1c1ccccc1C (stereo not given),-12,8,6,-3,5,0.7,0,31,-3
CC1=NNC(=O)C1CC(=O)N/N=C(\C)c1cccs1 (stereo not given),-7,5,5,11,2,0.7,-1,-6,-2
O=C(Nc1ccc2nc(-c3ccco3)c(-c3ccco3)nc2c1)NC1CC1,2,-8,2,5,-1,1.3,-1,4,-52
O=C(NC1CCCCC1)c1ccc(S(=O)(=O)c2ccccc2)cc1,-7,12,3,-2,5,2.4,2,-7,-7
Brc1ccc(OCc2ccccc2)c(CNCc2ccncc2)c1,-2,-24,6,-23,8,-1.1,5,40,-8
O=C(Nc1ccc2c(c1)OCCO2)C(=S)NCc1ccccc1,24,10,13,-20,7,1.6,-2,25,-6
CN(C)C(=O)c1snnc1-c1ccccc1,-7,7,1,1,4,1.2,-2,18,-4
Cc1[nH]c2ccccc2c1C(=O)CSc1ncn[nH]1,-19,14,-3,-4,-3,-0.8,-4,-9,-3
C=CCn1c(SCc2nc3sc4c(c3c(=O)[nH]2)CCCC4)nc2ccccc2c1=O,-7,13,0,1,3,0.1,-3,-8,-42
O=C(CNC(=O)Cc1ccccc1)NCC(=O)OCC(=O)c1ccc(Cl)cc1,-18,5,2,14,-5,0.2,-2,8,0
Cc1cc(C)c(NC(=S)N2CCC(N(C)CC3CCCO3)CC2)c(C)c1 (stereo not given),-23,17,2,19,4,-1.8,-7,-2,-6
CN(C)c1ccc(C(=O)Nc2nnc(C3=COCCO3)o2)cc1,4,-10,2,11,2,1.4,0,-2,-8
CN(C(=O)Nc1ccccc1)n1cnc2ccccc2c1=O,-1,-18,4,-9,·,0.4,-2,8,-5
NS(=O)(=O)c1ccc(NC(=O)COC(=O)C23CC4CC(CC(C4)C2)C3)cc1,7,0,6,-1,-2,-0.3,6,5,1
COc1ccccc1C(=O)Nc1ccc(C(=O)N2CCCC2)cc1,21,16,2,0,5,-1.5,2,46,-6
Cc1ccc(S(=O)(=O)NC(=O)c2ccc(-c3ccc(-c4ccccc4)cc3)o2)c(C)c1,6,-24,0,9,12,0.8,-5,16,-6
O=C(O)c1cc(-c2cccs2)nn1-c1cccc(Cl)c1,-7,-36,5,-20,9,0.4,3,-4,-4
CC(C)(C)N(Cc1cc2ccccc2[nH]c1=O)C(=O)c1cccc([N+](=O)[O-])c1,-21,20,2,0,·,0.8,-3,39,-16
COC(=O)c1ccc(CSc2ccc3nnc(-c4cccc(F)c4)n3n2)o1,1,-8,6,-7,1,-1.6,-2,53,-11
CC(C)Cn1c(N)c(C(=O)CCl)c(=O)n(C)c1=O,9,-4,11,2,-2,0.1,1,-26,-13
COc1nc(NCC(C)C)nc(Oc2ccc(=O)n(-c3ccccc3)n2)n1,-11,-3,0,-1,1,-0.1,1,9,-10
CC1=CC(C)(C)Nc2ccc(OC(=O)CN3C(=O)c4ccccc4C3=O)cc21,-11,-5,3,10,5,-0.1,6,66,-7
Clc1ccc(CSc2ncn(-c3ccccc3)n2)cc1,-20,-36,5,-23,3,-1.6,-2,-18,-1
COCCCN(C(=S)Nc1c(C)cc(C)cc1C)C(C)c1ccncc1 (stereo not given),-9,13,5,5,3,-0.1,1,34,-16
COC(=O)CSc1nc2c(c(C3CC=CCC3)c1C#N)CCC2 (stereo not given),-8,-25,6,-6,0,-1.2,-2,12,-9
CCOC(=O)c1c(C(F)(F)F)nc2ncccn12,-9,-4,4,3,-5,0.3,1,14,-19
CC(C)c1nnc(NC(=O)c2cccnc2)s1,2,10,2,16,4,-2.1,2,-1,16
Cc1ccc2[nH]c(=O)cc(C(=O)OCC(=O)c3ccc(F)cc3)c2c1,-3,-13,-4,3,-5,-1.9,-4,77*,-5
CCN(CC)S(=O)(=O)c1cccc(-c2nnc(SCC(=O)NC3CCCCCC3)n2N)c1,-7,-9,2,10,-6,-1.4,-5,6,-15
CCCOc1ccc(C(=O)NCCCn2ccnc2)cc1,-16,2,1,8,-5,0.8,-3,1,-5
O=C1NC(=O)[C@@H]2C3c4ccccc4C=CN3[C@H](C(=O)c3cccs3)[C@H]12 (stereo not given in full),0,5,3,0,11,-1.2,1,6,14
O=C(/C=C/c1ccccc1)NCCOc1ccccc1,-17,3,1,-3,8,1.7,-5,-13,-2
